Pol kappa inh: qHTS for Inhibitors of Polymerase Kappa | DNA polymerase kappa (Homo sapiens), Q9UBT6 | purified Pol kappa, fluorescent DNA synthesis assay, 10 min | Potency, µM (series often up to 107 µM), inactives show at the highest dose activity, negative = inhibition, actives largely listed as inhibitors | hit rate 0.53% among 400,000 | AID 588579, 2011; further: potency means the concentration at half of the fitted maximal effect; on the % scale 0 is the no-effect control and ±100 the full control effect
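Fluorescent qHTS in 1536-well format: enzyme (10 nM) and compound sat 15 min at room temperature before 50 nM substrate (final) was added. Signal taken at 0 and 10 min; no-enzyme buffer wells were negative controls.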
TRHR agonist: qHTS for Small Molecule Agonists and Allosteric Enhancers of Human TRH Receptor: Primary Screen for Agonists; hit rate 0.18% among 360,000; Thyrotropin-releasing hormone receptor (Homo sapiens), P34981; TRHR cells, calcium flux fluo-8, FDSS agonist mode; activation, % at 2 µM; in the data active means activation above about 30%; further: 0% is about no effect
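TRHR-expressing cells loaded with fluo-8 calcium dye; 23 nL library compound pin-transferred, kinetic FDSS fluorescence (Ex 480/Em 530) recorded about 180 s for agonist-induced calcium release, before a 10 nM TRH EC20 addition for potentiator mode.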
Anesthetic bind: qHTS Assay for Identification of Novel General Anesthetics; Ferritin light chain (Equus caballus), P02791; apoferritin/1-aminoanthracene competitive binding, fluorescence; Potency, µM (titrated, usually from 77.5 µM), without a hit: at the top dose activity change, negative = displacement, most hits filed as inhibitors; hit rate 0.074% among 350,000; AID 485281, 2010; further: potency means the concentration at half of the fitted maximal effect; on the % scale 0 is the no-effect control and ±100 the full control effect; nearly all actives have a fitted effect of over 20% in size
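In PBS, apoferritin at 10 uM is loaded with 1-AMA from a 50% saturated solution. After 10 min of compound exposure at ambient temperature, reduced 535 nm fluorescence indicates probe displacement.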
POLI inh: qHTS for Inhibitors of Polymerase Iota; Pol iota fluorescent replication assay, 10 min; hit rate 1% among 390,000; AID 588590, 2011; DNA polymerase iota (Homo sapiens), Q9UNA4; Potency, µM (titrated, usually from 115 µM), for the others: at the highest dose activity, negative = inhibition, usual class: inhibitors; further: potency means the concentration at half of the fitted maximal effect
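Fluorescent replication assay read twice, at 0 min and 10 min after adding 50 nM (final) substrate. Enzyme (10 nM) and compounds were first incubated 15 min at room temperature; enzyme-free buffer wells were negative controls.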
BLM inh: qHTS Assay for Inhibitors of Bloom's syndrome helicase (BLM); RecQ-like DNA helicase BLM (Homo sapiens), P54132; recombinant BLM DNA unwinding, fluorescence dequenching; Potency, µM (series often up to 56.1 µM), for the others: at the top dose activity change, negative = inhibition, actives largely listed as inhibitors; hit rate 0.2% among 350,000; AID 2528, 2010;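 further: potency means the concentration at half of the fitted maximal effect; plate controls were vehicle for no effect and no enzyme for full effect; nearly all actives have a fitted effect of over 35% in size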
Target sequence (P54132 whole entry, looked up): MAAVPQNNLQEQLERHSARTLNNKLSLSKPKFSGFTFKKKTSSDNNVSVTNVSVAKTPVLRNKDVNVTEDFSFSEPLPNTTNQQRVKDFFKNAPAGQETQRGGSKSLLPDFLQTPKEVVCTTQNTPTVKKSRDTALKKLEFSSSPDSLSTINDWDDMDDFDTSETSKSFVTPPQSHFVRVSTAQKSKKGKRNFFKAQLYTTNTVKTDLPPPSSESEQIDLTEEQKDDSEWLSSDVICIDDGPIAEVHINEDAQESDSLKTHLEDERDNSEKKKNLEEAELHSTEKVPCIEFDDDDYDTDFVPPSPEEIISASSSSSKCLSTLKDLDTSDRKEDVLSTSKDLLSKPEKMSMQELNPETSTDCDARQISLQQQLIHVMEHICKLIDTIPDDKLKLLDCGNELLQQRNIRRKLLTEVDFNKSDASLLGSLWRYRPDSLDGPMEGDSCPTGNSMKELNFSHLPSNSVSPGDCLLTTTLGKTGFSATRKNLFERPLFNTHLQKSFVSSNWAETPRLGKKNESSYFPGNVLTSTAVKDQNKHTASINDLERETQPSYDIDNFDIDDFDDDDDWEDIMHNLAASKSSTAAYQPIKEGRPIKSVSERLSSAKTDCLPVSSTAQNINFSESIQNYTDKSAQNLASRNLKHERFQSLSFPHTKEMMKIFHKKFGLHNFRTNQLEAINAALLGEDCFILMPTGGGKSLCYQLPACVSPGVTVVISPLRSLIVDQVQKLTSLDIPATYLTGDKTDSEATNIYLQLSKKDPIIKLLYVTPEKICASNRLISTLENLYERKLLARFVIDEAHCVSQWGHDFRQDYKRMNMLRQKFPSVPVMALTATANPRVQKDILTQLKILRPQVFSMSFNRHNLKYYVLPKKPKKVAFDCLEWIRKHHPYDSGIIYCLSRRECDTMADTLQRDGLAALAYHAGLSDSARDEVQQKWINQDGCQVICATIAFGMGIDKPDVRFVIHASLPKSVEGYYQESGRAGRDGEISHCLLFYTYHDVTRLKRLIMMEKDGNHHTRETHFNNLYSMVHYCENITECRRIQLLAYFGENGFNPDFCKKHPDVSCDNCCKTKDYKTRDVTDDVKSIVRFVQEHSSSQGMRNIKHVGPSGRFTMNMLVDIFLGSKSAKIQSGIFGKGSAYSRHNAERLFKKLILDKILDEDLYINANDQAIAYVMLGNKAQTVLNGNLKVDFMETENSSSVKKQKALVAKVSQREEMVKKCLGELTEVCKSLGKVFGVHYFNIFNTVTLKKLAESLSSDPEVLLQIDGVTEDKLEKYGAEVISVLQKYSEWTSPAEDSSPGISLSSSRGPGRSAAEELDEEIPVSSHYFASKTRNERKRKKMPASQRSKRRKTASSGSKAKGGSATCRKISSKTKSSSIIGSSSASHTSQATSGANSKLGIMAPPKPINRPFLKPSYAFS
ALOX12 inh: Primary qHTS assay for inhibitors of human arachidonate 12S-lipoxygenase (ALOX12): Round 2. Polyunsaturated fatty acid lipoxygenase ALOX12 (Homo sapiens), P18054. purified 12hLO, xylenol orange hydroperoxide absorbance. Potency, µM (series often up to 108 µM), for inactives: at the top dose activity change, negative = inhibition, most hits filed as inhibitors. hit rate 1.1% among 580,000. AID 1671190, 2021; further: potency means the concentration at half of the fitted maximal effect; on the % scale 0 is the no-effect control and ±100 the full control effect
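Purified human 12hLO (150 nM final) in 25 mM Hepes, 0.01% Triton X-100, pH 7.0 was preincubated 15 min at room temperature with compound. Then 40 uM arachidonic acid was added, 30 min. Hydroperoxide was read by Fe-XO absorbance ratio 573/405 nm.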
ERG-DNA inh: qHTS for Small Molecule Inhibitors of the ERG Ets/DNA interaction; Transcriptional regulator ERG (Homo sapiens), P11308; fluorescence polarization, His-ERG Ets domain / labelled DNA; Potency, µM (top dose mostly 76.9 µM), for inactives: at the highest dose FP activity, negative = inhibition, most hits filed as inhibitors; hit rate 0.028% among 370,000; active means well fitted inhibition curve with a large enough effect in the polarisation, with a control signal flat; inconclusive means small, poorly fitted or top-dose-only effect, or effect the other way, or a change in a side signal; inactive means no such curve, though single readings can be large or run the other way; the % refers to the polarisation;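 further: polarization taken with two DNA probes labelled with fluorescein and Texas red; potency means the concentration at half of the fitted maximal effect; % of control where 0% means no effect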
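His-tagged ERG Ets domain (1 uM in the protein solution; 300mM KCl, 50mM Tris-HCl, 1mM EDTA, 1mM DTT, pH 7.5) received compound, then a probe mix of 5 nM fluorescein-DNA and 100nM Texas-615-DNA. Fluorescence polarization was read for both dyes.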
APEX1 inh: qHTS Assay for Inhibitors of the Human Apurinic/apyrimidinic Endonuclease 1 (APE1) | hit rate 0.35% among 350,000 | AID 2517, 2012 | DNA repair nuclease/redox regulator APEX1 (Homo sapiens), P27695 | recombinant APE1, TAMRA/BHQ-2 abasic DNA cleavage fluorescence | Potency, µM (highest dose often 65.8 µM), inactives show at the highest dose activity change, negative = inhibition, usual class: inhibitors;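 further: potency means the concentration at half of the fitted maximal effect; plate controls were vehicle for no effect and reference inhibitor for full effect; nearly all actives have a fitted effect of over 55% in size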
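Compound pre-exposure to 0.75 nM APE1, 15 min at ambient temperature. Reaction initiated with 50 nM TAMRA/BHQ-2 THF substrate, read immediately in kinetic mode, 525 nm excitation, 598 nm emission.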
POLB inh: qHTS Assay for Inhibitors of DNA Polymerase Beta; Pol beta primer extension/strand displacement, fluorescence kinetic; hit rate 1.3% among 340,000; Potency, µM (titrated, usually from 114 µM), for inactives: top-dose activity change, negative = inhibition, usual class: inhibitors; further: potency means the concentration at half of the fitted maximal effect; on the % scale 0 is the no-effect control and ±100 the full control effect
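Preincubation: enzyme (10 nM) with compound, 15 min, RT. Reaction: substrate added to 50 nM final. Reads: 0 and 10 min. Analysis: normalized, Hill fit.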
* = called active by the depositor; ? = inconclusive; . = not tested or not shown; & = joins results of further samples; [ ] = another dose, or the depositor's remark. Unless noted, the call rests on the fitted dose curve; in most records, active means well fitted curve in the direction sought with a large enough effect; inconclusive means small, poorly fitted or top-dose-only effect, or another doubt; inactive means no such curve, though single readings can be large; an effect the other way counts as inactive or inconclusive. Not all compounds are listed; count on the stated rates, not on these rows.

SMILES	Pol kappa inh	TRHR agonist	Anesthetic bind	POLI inh	BLM inh	ALOX12 inh	ERG-DNA inh	APEX1 inh	POLB inh
Cc1nc2c(c(C)nn2C(C)(C)C)c(C)c1CCC(=O)Nc1ccc(F)cc1	-3%	1.4	-1%	15%	1%	-25%	-2%	.	1%
COc1cccc(CNCCN2CCOCC2)c1OC	-8%	0.0	-5%	2%	-1%	0%	-5%	5%	12%
Cc1cc(Nc2cccc(C(F)(F)F)c2)nc2ccc(NC(=O)Cc3ccc(Cl)cc3)cc12	-4%	0.1	448%[activator]	14%	-13%	-8%	9%	.	-1%
COC(=O)[C@H](CC(C)C)NS(=O)(=O)N[C@@H](CC(C)C)C(=O)OC	-3%&-3%	-0.4	.	16%&19%	.	9%	7%	3%	.
CCn1cc(/C=N/NC(=O)c2ccc3c(c2)OCO3)cn1	-1%	-1.0	-14%	193%[activator]	3%	0%	16%	4%	39%
CC1CCN(C(=O)COC(=O)c2ccc3ccccc3n2)CC1	-9%	.	.	-10%	.	0%	7%	18%	.
CCn1cc(S(=O)(=O)c2ccccc2)c(=O)c2cc(F)c(N3CCCCCC3)cc21	-14%	1.2	77%[activator]	1%	-8%	-1%	2%	.	23%
CC1CC(C)CN(C(=O)CNS(=O)(=O)c2cccs2)C1 (centres undefined)	-8%	-0.1	-2%	-16%	-2%	-55%	2%	53%[activator]	40%
Cn1c(SCC(=O)N/N=C/C=C\c2ccccc2[N+](=O)[O-])nc2ccccc21	-15%	0.1	?	6%	0%	1%	-11%	2%	0%
O=CN(Cc1ccco1)C1(C(=O)NC2CCCCC2)CCCCC1	5%	0.1	-10%	2%	-1%	-1%	5%	-5%	-7%
O=c1[nH]c(-[n+]2ccc3ccccc3c2)c(/C=N/N=C(\[O-])c2ccccc2)s1	-13%	1.1	-13%	31%	-9%	-4%	10%	0%	-14%
COc1ccc(/C=N/OCC(=O)Nn2c(C)nc3ccccc3c2=O)cc1	4%	-0.1	-12%	3%	1%	-23%	-4%	5%	12%
CC(=O)NC1(C(F)(F)F)NC(=O)N(CC(C)C)C1=O (centres undefined)	-4%	0.2	-5%	18%	-3%	117%[activator]	1%	0%	1%
COc1ccc(NC(=S)N2CCN(S(=O)(=O)c3ccc(OC)cc3)CC2)cc1	7%	-0.1	-2%	8%	1%	0%	18%	-6%	17%
O=C(/C=C/c1c(Cl)cccc1Cl)n1cccn1	-12%	-0.4	-7%	.	0%	12%	-10%	-5%	2%
CC1CCN(c2cc(N3CCC(C)CC3)c([N+](=O)[O-])cc2/C=C(\C#N)c2nn(-c3ccccc3)c(N)c2C#N)CC1	-11%	.	-12%	4%	-4%	45%[activator][57.4 µM]	3%	4%	36%
CC(C)c1ccc(Oc2cccc3c2S(=O)(=O)N(C2CCCC2)CC(COCc2ccccc2)O3)cc1 (centres undefined)	18%	.	.	15%	.	-54%	14%	.	.
Cc1ccc(-c2csc3nc[nH]c(=O)c23)c(C)c1	-4%	-0.8	0%	-14%	-2%	10%	-3%	19%	27%
Nc1c(C(=O)N/N=C/c2cccnc2)oc2nc(-c3ccco3)cc(-c3ccco3)c12	-24%	2.6	-7%	?	-22%	14%	10%	-5%	?
CNc1ccc(S(=O)(=O)NC)cc1[N+](=O)[O-]	-10%	0.1	-6%	-11%	0%	-13%	3%	6%	-10%
CC(C)OC(=O)c1c(NC(=O)CCn2nnc3ccccc32)sc2c1CCCC2	-1%	-1.9	-10%	16%	-6%	-1%	-2%	-3%	20%
CCn1c2ccccc2c2cc(NC(=O)c3ccc(C)c([N+](=O)[O-])c3)ccc21	-12%	-1.3	6%	-19%	-6%	-11%	-4%	-1%	7%
COc1cnc(-c2ccccn2)nc1Oc1ccc(Cl)c2ccccc12	3%	.	-13%	-21%	1%	-3%	-5%	1%	7%
CN(C)C(=O)c1ccc(NC(=O)Cn2nc(-c3ccccc3)c3ccccc3c2=O)cc1	7%	0.4	-5%	2%	-1%	-4%	-3%	.	30%
COc1ccc2c(c1)cc1c(=O)n(CC(=O)NCCc3ccccc3)nc(C)n12	-6%	-0.2	4%	-4%	-1%	-25%	-3%	.	1%
Later entries.
SMILES	Pol kappa inh	TRHR agonist	Anesthetic bind	POLI inh	BLM inh	ALOX12 inh	ERG-DNA inh	APEX1 inh	POLB inh
CC1=CC(C)(C)[N+](C)(C)c2ccccc21	-15%	1.7	-2%	-17%	2%	?	-2%	2%	0%
COC(=O)c1ccc(CN2CCN(CCC(C)C)C(CCO)C2)cc1 (centres undefined)	2%[60.1 µM]	0.8	-8%	13%	1%	-10%	0%	1%	-26%
CC(C)Cn1c(=O)c2c(c3ccccc31)OC(C)C(=O)N2 (centres undefined)	-16%	-0.5	-6%	12%	-1%	3%	7%	6%	29%
O=C(CS(=O)(=O)c1ccc(Br)cc1)N1CCOCC1	-6%	0.1	-2%	9%	-4%	-3%	-8%	33%	-2%
COc1ccc(C(=O)NCC(=O)OCC(=O)NC(=O)NC2CCCCC2)cc1OC	-1%	-0.1	?	15%	-3%	0%	0%	20%	29%
CCN(CC)c1ccc(C=C2C(=O)OC3(CCCCC3)OC2=O)cc1	-2%	1.3	?	?	-4%	?	89%[activator]	-5%	1%
O=C(CNC(=O)c1cccc(-n2cnnn2)c1)Nc1ccc(F)c(F)c1	10%	0.7	.	0%	.	-1%	0%	2%	.
CC1CCN(S(=O)(=O)c2cc(C(=O)NC3(C)CCS(=O)(=O)C3)ccc2Br)CC1 (centres undefined)	-10%	0.0	.	-2%	.	?	5%	-10%	.
O=c1[nH]c2ccc(NC(=S)NC3CCCCC3)cc2[nH]1	-5%	0.3	-7%	9%	0%	-26%	-5%	26%	13%
Cc1nc2ccccc2c2oc(C(=O)N3CCN(C(=O)c4ccco4)CC3)cc12	-16%	-0.4	2%	-12%	-1%	184%[activator]	23%	-3%	6%
O=C(O)c1cc(-c2ccccc2)n[nH]1	10%	0.4	3%	12%	-4%	-1%&30%	.	2%	57%
C#CCOCCOCCOCCNc1nc(N2CCN(C(=O)CCCCCCCCCCNC(=O)[C@@H](CCSC)n3cc(CCO)nn3)CC2)nc(N2CCN(C(=O)CCCCCCCCCCNC(=O)[C@H](CCC(=O)O)n3cc(CCCCCN)nn3)CC2)n1	-6%	0.6	.	12%	.	.	6%	0%	.
COc1nccc(NCc2ccccc2)c1C#N	12%	.	.	?	.	-38%	-17%	.	.
O=C(C1CCN(CCCc2ccccc2)CC1)N1CCCCC1	-3%	-0.2	-5%	-2%	?	-22%	16%	-4%	-14%
COc1ncnc2c1oc1ccccc12	6%	0.3	-7%	21%	-1%	-1%	10%	-3%	40%
COCCN1C(=O)c2ccc(C(=O)NCc3cccnc3)cc2C1=O	-5%	0.1	2%	-13%	-8%	4%	.	1%	-13%
COC(=O)c1ccn(-c2nc(-c3ccco3)cc(C(F)(F)F)n2)n1	-1%	-0.3	-21%	10%	-15%	4%	3%	-2%	4%
COc1ccc(OCCCn2cccc2/C=C2/C(=N)N3OC(C)=CC3=NC2=O)cc1	0%[60.1 µM]	-0.5	-24%	-10%	-2%	?	11%	7%	1%
CCOc1ccc(-c2cc(C(=O)N3CCCC3)c3ccccc3n2)cc1	-1%	1.2	-2%	-9%	0%	.	14%	-6%	0%
Cc1cc(N2CCN(C(=O)Nc3ccc(F)cc3F)CC2)c2ccccc2n1	-7%	0.1	5%	77%[activator]	-1%	.	-2%	51%[activator]	13%
CCOC(=O)c1ccc(NCCc2ccc(OC)c(OC)c2)c(N)c1	-4%	1.8	-19%	152%[activator]	-3%	15%	12%	26%	0%
CC(C)C(C(=O)Nc1ccc(N2CCOCC2)cc1)N1C(=O)c2ccccc2C1=O (centres undefined)	-2%	-0.1	-14%	43%[activator]	-1%	16%	.	-3%	71%
COc1cccc(/C=C2\SC(=S)N(CCC(=O)NC3C=CS(=O)(=O)C3)C2=O)c1 (centres undefined)	4%	0.8	-17%	?	-9%	-2%	4%	5%	8%
NC(=O)C1CC(=O)N(c2ccc(OCc3c(F)cccc3Cl)cc2)C1 (centres undefined)	4%	-0.8	?	10%	-3%	-10%	3%	2%	?
COc1ccc(OC)c(NC(=O)CSc2nnnn2-c2ccc3c(c2)OCO3)c1	-12%[60.1 µM]	-0.7	-4%	-6%	-2%	6%	.	0%	9%
CN(CCC1CCOCC1)Cc1nc(Cc2ccccc2F)no1	1%	-0.1	-9%	22%	-1%	28%	-7%	1%	-6%
C/C(CC(=O)Nc1ccc(Cl)c(C(F)(F)F)c1)=N\NC(=O)c1cnccn1	3%	0.3	-23%	38%	-23%	12%	-2%	11%	-2%
CC(=O)NCCC(=O)Nc1cc(S(=O)(=O)N2CCOCC2)ccc1Oc1ccccc1	21%	0.7	-6%	-5%	-3%	?	11%	22%	26%
N#Cc1cccc(NC(=O)N2CCCC3(CCN(C(=O)c4cnccn4)CC3)C2)c1	-7%[60.1 µM]	.	.	.	0%	14%[57.4 µM]	.	0%	.
